Bioassay records from PubChem.
G9a inh = blocks human histone lysine methyltransferase G9a; Q96KQ7; G9a H3K9 monomethylation, AlphaScreen, 2 h; Potency, µM (top dose mostly 102 µM), inactives show top-dose activity, negative = inhibition, hits mostly inhibitors; 8.8% of 350,000 active; AID 504332; also: % is scaled to controls: 0 for no effect and ±100 for the full control effect; nearly all actives have a fitted effect of over 75% in size
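Signal arises when biotinylated H3K9 peptide, once monomethylated, bridges streptavidin donor and antibody-captured acceptor beads. Enzyme at 20 nM was preincubated 15 min with test compounds; peptide 500 nM and SAM 20 uM then reacted for 2 h.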
Pol iota inh = DNA polymerase iota (human) inhibition; Q9UNA4; Pol iota fluorescent replication assay, 10 min; Potency, µM (titrated, usually from 115 µM), for inactives: at the top dose activity, negative = inhibition, most hits filed as inhibitors; 1% of 390,000 active; AID 588590
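Pol iota at 10 nM preincubated 15 min with compounds at room temperature; reaction started with fluorescent substrate, 50 nM final. Fluorescence read kinetically at 0 and 10 min; buffer-only wells as negative control.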
JMJD2A Tudor = JMJD2A Tudor domain (human) inhibition. O75164. AlphaScreen JMJD2A-Tudor / H3K4me3 peptide binding. Potency, µM (top dose mostly 114 µM), for inactives: top-dose activity change, negative = inhibition, hits mostly inhibitors. 4.4% of 390,000 active. AID 504339; also: % is scaled to controls: 0 for no effect and ±100 for the full control effect; nearly all actives have a fitted effect of over 50% in size
Target sequence (O75164 whole entry, looked up, the tested form may be a part): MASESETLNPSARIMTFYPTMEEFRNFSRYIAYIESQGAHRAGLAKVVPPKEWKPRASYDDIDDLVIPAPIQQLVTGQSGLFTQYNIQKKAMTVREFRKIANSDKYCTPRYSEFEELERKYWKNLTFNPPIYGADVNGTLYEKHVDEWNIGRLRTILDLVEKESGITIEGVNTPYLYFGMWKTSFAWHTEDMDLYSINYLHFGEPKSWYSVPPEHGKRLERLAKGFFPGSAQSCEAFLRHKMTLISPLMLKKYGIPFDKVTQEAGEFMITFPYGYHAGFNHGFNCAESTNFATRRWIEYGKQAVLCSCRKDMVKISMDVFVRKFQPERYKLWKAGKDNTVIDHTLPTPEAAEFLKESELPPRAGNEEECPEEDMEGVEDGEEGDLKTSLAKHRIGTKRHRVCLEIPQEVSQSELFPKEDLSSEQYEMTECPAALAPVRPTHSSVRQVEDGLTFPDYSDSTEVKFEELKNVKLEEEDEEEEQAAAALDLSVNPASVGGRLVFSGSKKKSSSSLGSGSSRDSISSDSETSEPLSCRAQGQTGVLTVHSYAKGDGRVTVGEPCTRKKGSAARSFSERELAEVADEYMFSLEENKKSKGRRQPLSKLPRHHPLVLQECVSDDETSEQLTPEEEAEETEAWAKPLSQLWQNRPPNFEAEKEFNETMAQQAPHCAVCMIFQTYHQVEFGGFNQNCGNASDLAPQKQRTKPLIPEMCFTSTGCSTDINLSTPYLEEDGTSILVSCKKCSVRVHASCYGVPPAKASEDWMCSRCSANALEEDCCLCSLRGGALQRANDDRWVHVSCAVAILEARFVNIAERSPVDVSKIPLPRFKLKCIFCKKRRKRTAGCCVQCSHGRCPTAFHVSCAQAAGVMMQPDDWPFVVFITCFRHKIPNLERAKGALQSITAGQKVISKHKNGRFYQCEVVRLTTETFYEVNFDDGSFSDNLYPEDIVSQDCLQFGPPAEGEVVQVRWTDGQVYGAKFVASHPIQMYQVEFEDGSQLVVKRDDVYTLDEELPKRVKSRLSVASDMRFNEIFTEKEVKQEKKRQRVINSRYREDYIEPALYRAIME
POLK inh = inhibitors of human DNA polymerase kappa; purified Pol kappa, fluorescent DNA synthesis assay, 10 min; Potency, µM (highest dose often 107 µM), inactives show at the highest dose activity, negative = inhibition, actives largely listed as inhibitors; 0.53% of 400,000 active; also: % is scaled to controls: 0 for no effect and ±100 for the full control effect
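10 nM Pol kappa was preincubated with compounds for 15 min at room temperature. Reaction started with 50 nM (final) substrate. Fluorescence read kinetically at 0 and 10 min.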
APE1 inh = inhibitors of human APE1 endonuclease; P27695; recombinant APE1, TAMRA/BHQ-2 abasic DNA cleavage fluorescence; Potency, µM (highest dose often 65.8 µM), without a hit: at the highest dose activity change, negative = inhibition, most hits filed as inhibitors; 0.35% of 350,000 active; AID 2517;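 also: plate controls were vehicle for no effect and reference inhibitor for full effect; nearly all actives have a fitted effect of over 55% in size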
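Substrate: short duplex with […] THF abasic site, 5'-TAMRA and 3'-BHQ-2, 50 nM final. APE1 at 0.75 nM, preincubated 15 min RT with compound. Fluorescence increase from first to third read measured activity.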
POLH inh = blocks human DNA polymerase eta activity; Q9Y253; recombinant Pol eta, fluorescent DNA replication assay; Potency, µM (titrated, usually from 114 µM), for inactives: top-dose activity change, negative = inhibition, usual class: inhibitors; 1.2% of 390,000 active; also: % is scaled to controls: 0 for no effect and ±100 for the full control effect
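Pol eta at 10 nM preincubated with compounds 15 min at room temperature; reaction started with fluorescent substrate (50 nM final) and read kinetically at 0 and 10 min.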
BAZ2B inh = BAZ2B (human) inhibition | Q9UIF8 | AlphaScreen BAZ2B-H3K14Ac peptide displacement | Potency, µM (series often up to 114 µM), for inactives: at the top dose activity change, negative = inhibition, hits mostly inhibitors | 4.4% of 360,000 active | AID 504333; also: % is scaled to controls: 0 for no effect and ±100 for the full control effect; nearly all actives have a fitted effect of over 60% in size
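Multi-concentration screen (max 110 uM) measuring displacement of acetylated histone H3 peptide from BAZ2B by AlphaScreen, using 50 nM protein, 50 nM peptide and 10 ug/mL streptavidin donor plus Ni-chelate acceptor beads.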
POLB inh = inhibitors of human DNA polymerase beta; Pol beta primer extension/strand displacement, fluorescence kinetic; Potency, µM (doses to about 114 µM), for inactives: top-dose activity change, negative = inhibition, usual class: inhibitors; 1.3% of 340,000 active; also: % is scaled to controls: 0 for no effect and ±100 for the full control effect
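Pol beta (10 nM) and compounds were preincubated 15 min at room temperature, then 50 nM substrate (final) started primer extension/strand displacement. Reads were taken at 0 and 10 min; concentration-response data were fitted to a four-parameter Hill equation.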
BLM inh = Bloom syndrome helicase (human) inhibition; 0.2% of 350,000 active; recombinant BLM DNA unwinding, fluorescence dequenching; Potency, µM (series often up to 56.1 µM), without a hit: top-dose activity change, negative = inhibition, most hits filed as inhibitors; AID 2528;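 also: plate controls were vehicle for no effect and no enzyme for full effect; nearly all actives have a fitted effect of over 35% in size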
Starred values were filed as active, the others as inactive; u = inconclusive; x = not tested or not shown; [ ] = dose if it differs, or a comment. Calls follow the shape of the dose curve; as a rule, active = well fitted curve in the direction sought with a large enough effect; inconclusive = small, poorly fitted or top-dose-only effect, or another doubt; inactive = no such curve, though single readings can be large; an effect the other way counts as inactive or inconclusive. Potency is read from the fitted curve at half-maximal effect. These rows are one share of the data. The share of hits here may be higher or lower than overall.

item | G9a inh | Pol iota inh | JMJD2A Tudor | POLK inh | APE1 inh | POLH inh | BAZ2B inh | POLB inh | BLM inh | SMILES
1 | 0%[59 µM] | -12% | -20% | -2% | 2% | -18% | -7% | -4% | -3% | C=CCNc1nc(Nc2ccc([N+](=O)[O-])cc2)nc(OCC)n1
2 | x | 19% | 144%[activator] | -6% | x | -13% | x | x | x | C(=C1c2ccccc2-c2ccccc21)c1ccccn1
3 | -17% | 90%[activator] | -8% | -5% | -1% | u | -19% | 26% | -2% | O=C(Nc1nc2ccccc2[nH]1)C1CCC1
4 | 16% | 6% | -10% | 2% | 2% | -8% | -28% | -19% | -14% | COc1ccc(C(=O)N=C2SC3CS(=O)(=O)CC3N2Cc2ccc(OC)c(OC)c2)cc1 (stereo unspecified)
5 | x | -4% | -12% | -5% | x | -9% | x | x | x | Cn1c(C(=O)NCCCN2CCN(c3ccc(F)cc3)CC2)cc2c(=O)n(C)c3ccccc3c21
6 | 93% | 16% | -5% | 5% | 3% | -6% | 0% | 35%[activator] | -1% | COc1cccc(/C=C2\SC(=S)N(CCCC(=O)Nc3cc(C)on3)C2=O)c1
7 | 25%[59 µM] | 30% | -15% | -16% | 5% | -6% | 5% | 24% | 3% | CCOC(CNc1c([N+](=O)[O-])c(=O)n(C)c(=O)n1C)OCC
8 | 5%[59 µM] | 15% | -7% | -7% | 0% | 4% | 2% | -20% | 1% | CCOC(=O)c1ccc(NS(=O)(=O)c2c(C)n(C)c(=O)n(C)c2=O)cc1
9 | -14%[0.501 µM] | u | -23% | -5% | -1% | 2% | u | -2% | 2% | C=CCNC(=O)c1onc(CSc2ccc(F)c(F)c2)c1C(=O)O
10 | x | 48%[activator] | 56µM* | -16% | -9% | -15% | -35% | -2% | -9% | COc1cc(/C=N/Nc2ccccc2C(F)(F)F)ccc1O
11 | 9% | 0% | 3% | -1% | 4% | -16% | 2% | 3% | -7% | CC(CCn1cccn1)NC(=O)CCc1nnc(C2CCCCC2)o1 (stereo unspecified)
12 | 17% | -25% | -4% | -3% | -4% | -4% | -12% | 8% | -4% | O=C(Cn1nnc(-c2cccs2)n1)Nc1ccccc1C(F)(F)F
13 | 0%[12.7 µM] | 17% | -2% | -2% | 0% | -12% | -5% | 1% | -3% | Cc1ccc(N2C(=O)CC3(CC4C=CC3C4)C2=O)cc1 (stereo unspecified)
14 | u | u | u | -16% | -2% | u | -4% | u | -5% | COc1cc2c(cc1NC(=O)CC1SC(N3CCCC3)=NC1=O)oc1ccccc12 (stereo unspecified)
15 | x | 17% | -1% | -5% | x | -16% | x | x | x | COC(=O)Cc1c(-c2[nH]c3ccccc3c2CC(=O)OC)[nH]c2ccccc12
16 | 26%[59 µM] | 1% | u | 5% | -10% | -9% | -23% | 23% | 0% | CSCC[C@H](NC(=O)COc1ccc(Cl)cc1)C(=O)N1CCC2(CC1)NCCc1[nH]cnc12
17 | 35%[0.501 µM] | -1% | 45µM* | -10% | -1% | -4% | 35µM* | 13% | -7% | O=[N+]([O-])c1ccc(O)c(-c2nc(-c3ccccc3)c(-c3cccs3)[nH]2)c1
18 | 58%[activator] | 66%[activator] | -7% | 4% | 30% | -21% | -3% | 25% | -2% | Cn1cc(C(=O)NC2CCCCC2)c(=O)c2cc(S(=O)(=O)N3CCOCC3)ccc21
19 | 16%[0.501 µM] | 10% | -34% | -6% | -5% | -5% | -10% | x | x | CCOC(=O)c1c(NC(=O)COC(=O)Cc2c[nH]c3ccccc23)sc(C(=O)N(C)C)c1C
20 | u | 7% | -3% | -3% | 0% | 0% | -13% | 37% | -8% | NNC(=O)CCC(=O)Nc1ccccc1

3 of the entries above in order of their number in POLH inh, high to low.
item | G9a inh | Pol iota inh | JMJD2A Tudor | POLK inh | APE1 inh | POLH inh | BAZ2B inh | POLB inh | BLM inh | SMILES
12 | 17% | -25% | -4% | -3% | -4% | -4% | -12% | 8% | -4% | O=C(Cn1nnc(-c2cccs2)n1)Nc1ccccc1C(F)(F)F
19 | 16%[0.501 µM] | 10% | -34% | -6% | -5% | -5% | -10% | x | x | CCOC(=O)c1c(NC(=O)COC(=O)Cc2c[nH]c3ccccc23)sc(C(=O)N(C)C)c1C
18 | 58%[activator] | 66%[activator] | -7% | 4% | 30% | -21% | -3% | 25% | -2% | Cn1cc(C(=O)NC2CCCCC2)c(=O)c2cc(S(=O)(=O)N3CCOCC3)ccc21

Going on with the list:
item | G9a inh | Pol iota inh | JMJD2A Tudor | POLK inh | APE1 inh | POLH inh | BAZ2B inh | POLB inh | BLM inh | SMILES
21 | 16%[59 µM] | -2% | -5% | -13% | -8% | -19% | -3% | -2% | -11% | CCCCOc1ccccc1C1C(C(=O)OC)=C(C)N(C)C(C)=C1C(=O)OC
22 | 100%[activator][59 µM] | -25% | 8% | -12% | x | -1% | 77%[activator] | 6% | -3% | Cc1cc(C)cc(OCCOCCn2c(-c3ccc(Cl)cc3)nc3ccccc3c2=O)c1
23 | 2%[12.7 µM] | 32%[activator] | -20% | -10% | 17% | -10% | 4% | 22% | -4% | CC(C)CC[n+]1ccn(-c2nc3ccccc3nc2[N-]S(=O)(=O)c2ccc(Cl)cc2)c1
24 | 5% | -22% | -2% | -1% | 18% | -20% | -1% | 1% | 0% | CCCN1Cc2cccc(C(=O)NCCc3ccccc3)c2C1=O
25 | -4% | 12% | -24% | -7% | -8% | -1% | -2% | 2% | -4% | CCCOc1ccc(/C=c2\sc3ncnn3c2=O)cc1
26 | u | u | u | -17% | -3% | 6% | -4% | 19% | -14% | COc1ccc(N2Cc3ccccc3C2)cc1Cl
27 | -6%[59 µM] | -5% | -9% | 1% | 3% | -6% | 3% | 15% | -3% | COC(=O)c1ccc(CSc2nc3sc(C)c(C)c3c(=O)[nH]2)cc1
28 | 7%[12.7 µM] | 9% | -28% | -7% | 1% | -6% | -28% | -20% | -11% | CCC(=O)Nc1cc(OC)c(NC(=O)c2ccccc2)cc1OC
29 | -46% | 9% | -14% | 6% | -6% | -13% | -17% | 0% | 2% | CCN(CC)S(=O)(=O)c1cccc(NC(=O)COC(=O)c2cc(=O)c3ccccc3o2)c1
30 | 0%[59 µM] | 16% | -14% | 1% | x | -12% | 2% | 12% | -1% | CC(C)Oc1ccc(CNS(=O)(=O)c2ccc(-c3cc(C(F)(F)F)on3)s2)cc1
31 | -49%[59 µM] | -4% | -10% | -11% | 1% | -25% | 10% | -16% | -13% | Cc1ccc2nc(-c3ccc(NS(=O)(=O)c4ccc(F)c(F)c4)cc3)sc2c1
32 | 1%[59 µM] | 30%[activator] | -8% | 11% | x | x | -3% | -17% | -7% | CCOc1ccc(NC(=O)CSc2nnc3scc(-c4ccc(Cl)cc4)n23)cc1

Records 19 to 32, reprinted for reference:
item | G9a inh | Pol iota inh | JMJD2A Tudor | POLK inh | APE1 inh | POLH inh | BAZ2B inh | POLB inh | BLM inh | SMILES
19 | 16%[0.501 µM] | 10% | -34% | -6% | -5% | -5% | -10% | x | x | CCOC(=O)c1c(NC(=O)COC(=O)Cc2c[nH]c3ccccc23)sc(C(=O)N(C)C)c1C
20 | u | 7% | -3% | -3% | 0% | 0% | -13% | 37% | -8% | NNC(=O)CCC(=O)Nc1ccccc1
21 | 16%[59 µM] | -2% | -5% | -13% | -8% | -19% | -3% | -2% | -11% | CCCCOc1ccccc1C1C(C(=O)OC)=C(C)N(C)C(C)=C1C(=O)OC
22 | 100%[activator][59 µM] | -25% | 8% | -12% | x | -1% | 77%[activator] | 6% | -3% | Cc1cc(C)cc(OCCOCCn2c(-c3ccc(Cl)cc3)nc3ccccc3c2=O)c1
23 | 2%[12.7 µM] | 32%[activator] | -20% | -10% | 17% | -10% | 4% | 22% | -4% | CC(C)CC[n+]1ccn(-c2nc3ccccc3nc2[N-]S(=O)(=O)c2ccc(Cl)cc2)c1
24 | 5% | -22% | -2% | -1% | 18% | -20% | -1% | 1% | 0% | CCCN1Cc2cccc(C(=O)NCCc3ccccc3)c2C1=O
25 | -4% | 12% | -24% | -7% | -8% | -1% | -2% | 2% | -4% | CCCOc1ccc(/C=c2\sc3ncnn3c2=O)cc1
26 | u | u | u | -17% | -3% | 6% | -4% | 19% | -14% | COc1ccc(N2Cc3ccccc3C2)cc1Cl
27 | -6%[59 µM] | -5% | -9% | 1% | 3% | -6% | 3% | 15% | -3% | COC(=O)c1ccc(CSc2nc3sc(C)c(C)c3c(=O)[nH]2)cc1
28 | 7%[12.7 µM] | 9% | -28% | -7% | 1% | -6% | -28% | -20% | -11% | CCC(=O)Nc1cc(OC)c(NC(=O)c2ccccc2)cc1OC
29 | -46% | 9% | -14% | 6% | -6% | -13% | -17% | 0% | 2% | CCN(CC)S(=O)(=O)c1cccc(NC(=O)COC(=O)c2cc(=O)c3ccccc3o2)c1
30 | 0%[59 µM] | 16% | -14% | 1% | x | -12% | 2% | 12% | -1% | CC(C)Oc1ccc(CNS(=O)(=O)c2ccc(-c3cc(C(F)(F)F)on3)s2)cc1
31 | -49%[59 µM] | -4% | -10% | -11% | 1% | -25% | 10% | -16% | -13% | Cc1ccc2nc(-c3ccc(NS(=O)(=O)c4ccc(F)c(F)c4)cc3)sc2c1
32 | 1%[59 µM] | 30%[activator] | -8% | 11% | x | x | -3% | -17% | -7% | CCOc1ccc(NC(=O)CSc2nnc3scc(-c4ccc(Cl)cc4)n23)cc1
